ARFGAP1 inhibitor – inhibits rat ARF GTPase activating protein 1; Arfgap1-stimulated ARF1 GTP hydrolysis, GDP FP detection; inhibition, % at 16.5 µM; AID 651572; 0.26% of 360,000 active;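 active = inhibition above a per-plate limit, mean inhibition of low control wells plus 3 SD, cut at about 25% in these data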;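 also: 0% = DMSO wells with enzyme and 100% = wells lacking Arfgap1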
Target sequence (Q62848 1-136 limits assumed): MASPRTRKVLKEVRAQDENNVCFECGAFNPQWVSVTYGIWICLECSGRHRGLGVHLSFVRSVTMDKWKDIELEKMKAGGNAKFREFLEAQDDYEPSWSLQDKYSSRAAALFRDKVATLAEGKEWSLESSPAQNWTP
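System: truncated rat Arfgap1 GAP domain / Medium: HEPES-based buffer, pH 7.5 / Also added: N-terminally truncated human ARF1-GTP substrate / Incubation: enzyme reaction 120 min at 25 °C after 20 min preincubation / Measured by: FP of antibody-bound GDP Alexa 633 tracer, ex 620/em 688 nm / Replicates: singlicate, each compound tested once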
SMARCA2 act – increases SMARCA2 function in MMTV reporter cells; 1% of 370,000 active; activation, % at 9.1 µM; MG213 cells, MMTV-luciferase reporter, dexamethasone, overnight; in the data active = activation above about 7.8%;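 also: 0% = vehicle wells and 100% = reference activator wells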
HTRA1 inh – inhibitors of human serine peptidase HTRA1. Q92743. recombinant HTRA1, FP-rhodamine activity-based probe, fluorescence polarization. inhibition, % at 5.96 µM. 0.5% of 340,000 active. AID 504803; in the data active = inhibition above about 36%;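 also: 0% = enzyme with DMSO and 100% = wells lacking enzyme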
Target sequence (Q92743 whole entry, looked up): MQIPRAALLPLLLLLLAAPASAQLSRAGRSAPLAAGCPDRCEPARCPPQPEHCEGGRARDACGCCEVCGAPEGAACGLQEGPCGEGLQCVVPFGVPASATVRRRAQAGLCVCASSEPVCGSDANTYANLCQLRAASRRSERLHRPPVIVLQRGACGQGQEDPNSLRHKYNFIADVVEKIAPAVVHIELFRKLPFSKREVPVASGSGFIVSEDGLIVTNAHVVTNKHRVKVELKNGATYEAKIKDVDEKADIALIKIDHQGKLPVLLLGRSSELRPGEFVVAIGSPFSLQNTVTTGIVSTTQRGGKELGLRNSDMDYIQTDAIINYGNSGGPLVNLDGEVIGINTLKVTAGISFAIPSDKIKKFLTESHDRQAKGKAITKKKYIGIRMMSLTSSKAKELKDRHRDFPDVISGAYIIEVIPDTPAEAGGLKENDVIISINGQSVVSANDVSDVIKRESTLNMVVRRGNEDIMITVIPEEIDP
NPR1 activator – GC-A (human) enzyme activation. P16066. HEK293 GC-A cells, cGMP TR-FRET, EC30 ANP; 0% at EC30 ANP, 100% saturating ANP. activation, % at 10 µM. 0.14% of 370,000 active; in the data active = activation above about 40%
rCAG binder – binds r(CAG) RNA repeats; AID 651821; 1.3% of 370,000 active; inhibition, % at 3 µM; r(CAG) RNA repeat, TO-PRO-1 dye displacement fluorescence;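 active = inhibition above the plate cutoff, the mean of all test compounds on that plate plus 3 SD, cut at about 35% in these data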;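 also: 0% = DMSO alone and 100% = 100 µM mitoxantrone as full dye displacement; higher means more dye released from RNA so lower well fluorescence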
PG9 Ab binder – PG9 antibody binding by small molecule | TR-FRET gp120-PG9 antibody binding | inhibition, % at 6.7 µM | 0.43% of 360,000 active | AID 624416; in the data active = inhibition above about 8.5%
Rev-erbA mod – modulates human Rev-erb alpha binding to DNA | Rev-erbα–FITC-DNA binding, fluorescence polarization, 90 min | activity, % at 10 µM | 0.79% of 370,000 active | AID 1259318 | P20393;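 active = activity above about 14%, limit read from the data; passing the limit was not always enough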;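 also: 0% = DMSO wells with 35 nM protein and 100% = DMSO wells with 750 nM protein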
ABHD4 inh – inhibitors of mouse ABHD4; inhibition, % at 8.92 µM; Q8VD66; purified mABHD4, FP-Rh probe fluorescence polarization; AID 720543; 0.54% of 370,000 active;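 active = inhibition exceeding the mean over every tested compound plus 3 SD, cut at about 30% in these data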;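 also: 0% = plate median of compound wells and 100% = S159A mutant with DMSO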
Target sequence (Q8VD66 whole entry, looked up): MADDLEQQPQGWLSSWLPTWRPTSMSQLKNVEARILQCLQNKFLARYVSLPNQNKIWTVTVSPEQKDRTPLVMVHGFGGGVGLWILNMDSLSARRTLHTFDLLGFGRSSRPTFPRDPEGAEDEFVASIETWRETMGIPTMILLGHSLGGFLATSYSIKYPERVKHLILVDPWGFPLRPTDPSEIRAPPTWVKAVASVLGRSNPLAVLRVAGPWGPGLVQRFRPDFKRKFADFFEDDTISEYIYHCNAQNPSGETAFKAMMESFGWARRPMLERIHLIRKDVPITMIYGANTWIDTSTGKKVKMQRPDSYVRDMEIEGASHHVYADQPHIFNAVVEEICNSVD
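assay system = mABHD4 protein | compound dosing = single nominal dose of 8.92 µM, 0.89% DMSO final | read-out basis = percent inhibition of probe binding, normalized to plate controls | schedule = Enzyme–compound pre-incubation 45 min, then probe 60 min, both 25 °C | detection = fluorescence polarization, excitation 525 nm, emission 598 nm, BODIPY TMR filters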
ASAP1 inh – blocks human ASAP1-stimulated Arf1 GTP hydrolysis | GDP FP detection | 0.19% of 360,000 active | AID 624377 | Q9ULH1 | inhibition, % at 16.5 µM; in the data active = inhibition above about 25%;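 also: 0% = vehicle with enzyme and substrate and 100% = no enzyme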
GC-B act – GC-B (human) receptor activation | activation, % at 10 µM | HEK293-GC-B cells, CNP EC30, cGMP TR-FRET; 0% at EC30 CNP, 100% saturating CNP | P20594 | AID 1920062 | 0.11% of 370,000 active;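 active = activation at 10 µM reaching about 35% in either raw or pattern-adjusted values, limit read from the data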
Active calls of the source: *; . = no result given.

SMILES	ARFGAP1 inhibitor	SMARCA2 act	HTRA1 inh	NPR1 activator	rCAG binder	PG9 Ab binder	Rev-erbA mod	ABHD4 inh	ASAP1 inh	GC-B act
Cc1ccc(NC(=O)Cn2c(=O)c(C)nc3ccccc32)cc1	3	0	-3	0	2	0.4	7	1	11	1
CCc1ccc(OC(=O)CN2C(=O)c3ccccc3C2=O)cc1	3	-1	1	2	-1	-0.9	-3	-1	3	-7
O=C(NNC1=NCCC1)c1cccc(S(=O)(=O)N2CCCC2)c1	-8	-1	3	0	0	-3.8	-5	-3	4	3
Cc1nc2n[nH]c(N)c2c2c1CCCC2	3	-2	2	0	-2	4.5	-3	1	-3	-2
COc1ccccc1-n1cc(-c2ccc(Br)cc2)[nH]c1=S	-1	-4	-3	3	8	-0.8	3	-6	0	-7
CC(=O)C1C(c2ccc(C)cc2)c2c(noc2C)CC1(C)O (centres undefined)	14	-2	-15	1	-5	-0.8	-1	6	-5	1
COC(=O)c1ccc2c(=O)n(Cc3ccco3)c(SCC(=O)Nc3ccccc3Cl)nc2c1	4	-6	1	-3	2	-1.3	6	-7	1	7
CN(Cc1ccccc1)S(=O)(=O)c1ccc(OCC(=O)NCc2cccnc2)cc1	-4	-4	3	-1	-5	-0.3	1	-6	3	-1
CCC(C)NC(=O)CC(c1ccc(OC)cc1)n1cccc1 (centres undefined)	9	0	2	-4	2	0.0	3	-1	6	-12
Cn1c(CCCOc2ccc(Cl)cc2Cl)n[nH]c1=S	6	3	-6	0	-2	1.1	4	-4	0	-1
CCOc1ccc(-c2cc(C(=O)N/N=C/c3ccc(O)cc3)c3ccccc3n2)cc1	9	-2	-36	-6	21	-0.6	-3	-52	4	-2
COc1ccc(C2CC(=O)Nc3cc(C)c(C)cc32)c(OC)c1OC (centres undefined)	-2	-1	-7	2	-7	-2.3	-5	-7	-3	2
O=C(COc1cccnc1[N+](=O)[O-])NCc1ccc(F)cc1	-3	-4	3	0	-3	1.6	-3	4	-9	2
CCc1nn(C(C)C(=O)NCCN2CCN(c3cccc(C)c3C)CC2)c(=O)c2cc3occc3n12 (centres undefined)	4	0	-2	-7	2	-1.8	5	-3	-13	-7
CCc1ccc2c(c1)CCCN2C(=O)c1ccccc1C(=O)O	10	0	20	1	-3	-0.1	-4	12	0	3
COc1ccc(C(CNCC(=O)Nc2ccccc2F)N(C)C)cc1 (centres undefined)	11	0	5	-1	4	-1.6	2	15	-1	0
COc1ccc(CNC(=O)c2cc(S(=O)(=O)N3CCCCC3)ccc2Cl)cc1OC	1	-9	0	0	2	-2.2	-4	4	-13	-2
COc1ccc(OC)c(S(=O)(=O)N2CCN(c3ccccc3OC)CC2)c1	5	0	14	-8	-1	0.5	3	-5	-4	1
CC(C)c1ccc(C(=O)OC2CCOC2=O)cc1 (centres undefined)	-2	2	-13	-2	6	-2.2	0	0	-5	3
COc1ccc(Br)cc1C(=O)Nc1cccc(NC(=O)c2ccco2)c1	-4	-3	-74	0	10	1.2	-6	-32	7	-2

At a glance, some entries already given.
SMILES	ARFGAP1 inhibitor	SMARCA2 act	HTRA1 inh	NPR1 activator	rCAG binder	PG9 Ab binder	Rev-erbA mod	ABHD4 inh	ASAP1 inh	GC-B act
CN(Cc1ccccc1)S(=O)(=O)c1ccc(OCC(=O)NCc2cccnc2)cc1	-4	-4	3	-1	-5	-0.3	1	-6	3	-1
CCC(C)NC(=O)CC(c1ccc(OC)cc1)n1cccc1 (centres undefined)	9	0	2	-4	2	0.0	3	-1	6	-12
Cn1c(CCCOc2ccc(Cl)cc2Cl)n[nH]c1=S	6	3	-6	0	-2	1.1	4	-4	0	-1

Ordered by length of the SMILES (descending): some entries from above.
SMILES	ARFGAP1 inhibitor	SMARCA2 act	HTRA1 inh	NPR1 activator	rCAG binder	PG9 Ab binder	Rev-erbA mod	ABHD4 inh	ASAP1 inh	GC-B act
CCc1nn(C(C)C(=O)NCCN2CCN(c3cccc(C)c3C)CC2)c(=O)c2cc3occc3n12 (centres undefined)	4	0	-2	-7	2	-1.8	5	-3	-13	-7
CCOc1ccc(-c2cc(C(=O)N/N=C/c3ccc(O)cc3)c3ccccc3n2)cc1	9	-2	-36	-6	21	-0.6	-3	-52	4	-2
O=C(COc1cccnc1[N+](=O)[O-])NCc1ccc(F)cc1	-3	-4	3	0	-3	1.6	-3	4	-9	2
COc1ccccc1-n1cc(-c2ccc(Br)cc2)[nH]c1=S	-1	-4	-3	3	8	-0.8	3	-6	0	-7
CCc1ccc2c(c1)CCCN2C(=O)c1ccccc1C(=O)O	10	0	20	1	-3	-0.1	-4	12	0	3

Further compounds follow:
SMILES	ARFGAP1 inhibitor	SMARCA2 act	HTRA1 inh	NPR1 activator	rCAG binder	PG9 Ab binder	Rev-erbA mod	ABHD4 inh	ASAP1 inh	GC-B act
CCN1C(=O)/C(=C\N2CCCc3ccccc32)SC1=S	7	0	-3	1	1	-0.3	1	-1	0	0
CC(=O)NC(Nc1c(C)n(C)n(-c2ccccc2)c1=O)C(Cl)(Cl)Cl (centres undefined)	0	0	-2	1	-1	-0.1	-3	3	2	-2
CC(C)(C)NC(=O)C(c1cc2ccccc2o1)n1c(=O)c(-c2ccccc2)nc2ccccc21 (centres undefined)	11	0	.	-1	2	-1.1	3	-2	14	0
CC(C)c1ccc(N(CC(=O)NCCCN2CCOCC2)S(=O)(=O)c2ccccc2)cc1	1	-3	1	1	-11	2.0	4	1	-6	0
C/C(=N\Nc1cccc(C(=O)O)c1)c1ccc(Cl)s1	-4	2	-3	.	42*	1.7	.	40*	7	.
CC1(Cc2ccc3c(c2)OCO3)C(=O)Nc2ccc(-c3cccc(C(F)(F)F)c3)cc21 (centres undefined)	11	-4	.	-5	3	-1.1	-4	-15	-8	-4
O=C(COc1ccc([N+](=O)[O-])cc1)NNC(=S)NC(=O)c1ccc(Br)cc1	9	0	8	-6	9	-1.6	-1	0	12	1
O=C(O)c1ccccc1Cc1nc2cc(Cl)ccc2c(=O)[nH]1	3	0	5	-3	1	1.8	-1	6	-8	-2
COc1ccc(CCN2CC(C(=O)NCc3cnn(C)c3)CCC2=O)cc1 (centres undefined)	9	-3	4	2	-1	0.3	3	2	4	1
O=C(CCCOc1ccc(Cl)cc1Cl)Nc1cc(S(=O)(=O)N2CCOCC2)ccc1N1CCOCC1	-3	-3	-26	1	2	0.5	3	6	-18	-7
O=C(Cc1ccccc1[N+](=O)[O-])NCCC1=CCCCC1	8	4	2	-4	-1	-0.8	1	0	11	0
Cc1[nH]c2ccccc2c1N=Nc1ccccc1C(=O)O	0	4	31	-4	53*	-6.6	4	56*	7	0
COC(=O)c1cc2c(ccn2-c2ccc(F)cc2)n1C(C)C	12	3	-3	0	0	-1.2	4	-1	0	-6
C[C@H](CO)N1C[C@H](C)[C@@H](CN(C)Cc2ccc(C(=O)O)cc2)Oc2c(NC(=O)Cc3ccccc3)cccc2C1=O	13	-1	-12	2	13	0.9	2	-2	6	3
Clc1ccccc1SCc1nc2ccccc2[nH]1	0	4	-4	-3	1	1.8	0	-6	0	-1
CC1Cc2cc(C(=O)O)ccc2O1 (centres undefined)	-10	-1	0	8	1	-0.3	1	5	-4	4
N#CC1=C(N)C(C#N)(C#N)[C@H](c2cccnc2)[C@H]2CN(C(=O)OCc3ccccc3)CC=C12	-3	1	4	-3	0	-0.2	1	3	4	-9
O=S1(=O)N[C@H](Cc2ccccc2)COc2cccc(N3CCC[C@H]3CO)c21	-3	-3	.	-1	4	-2.0	-2	1	-13	5
CN1CCN(C(CNC(=O)C(=O)Nc2ccc3c(c2)OCO3)c2ccc(F)cc2)CC1 (centres undefined)	5	-2	-3	2	-5	-1.8	-9	2	1	-2
COc1ccc(Cl)cc1N(CC(=O)NCC(C)C)S(=O)(=O)c1ccc(C)c([N+](=O)[O-])c1	-3	-3	-2	-1	-3	2.5	-4	-5	6	-1
COc1cccc(OCC(=O)N(C)Cc2nc(-c3ccccc3)no2)c1	9	0	-9	0	-1	-0.8	-1	4	9	-2
CCOc1ccccc1C1C(C(=O)Nc2ccc(OC)cc2)=C(C)Nc2nc(CCCO)nn21 (centres undefined)	12	2	3	1	4	-2.0	-1	0	-19	-1
CCN(CC)S(=O)(=O)c1ccc(C(=O)NCc2cccs2)cc1	3	1	-2	1	-3	-1.1	0	-2	1	1
CCOc1ccc(S(=O)(=O)N2CCN(C(=O)C3CSC4(C)CCC(=O)N34)CC2)cc1 (centres undefined)	-4	5	3	2	2	0.0	-8	0	-9	-2
COc1ccccc1C(=O)Nc1cccc(Oc2c(F)c(F)c(F)c(F)c2F)c1	-10	-3	.	-13	3	2.5	-5	-16	-2	-3
CCOC(=O)CCCCC(=O)c1[nH]c(=O)[nH]c1CN1CCOCC1	1	1	-7	1	-3	-0.1	-4	-4	-4	5
Cc1nc(SC(C)C(=O)Nc2c(C)n(C)n(-c3ccccc3)c2=O)nc(C)c1C (centres undefined)	7	-2	-1	-3	13	-1.3	2	-2	5	0
O=c1c2ccccc2nc(N/N=C/c2ccc(O)cc2)n1O	-9	4	9	4	2	-1.3	-2	4	6	-7
Cc1ccc(NC(=O)c2ccc(COc3ccccc3[N+](=O)[O-])o2)nc1	8	-2	-11	0	-1	-1.7	-3	-4	-7	5
O=C(c1ccc(-n2cccc2)cc1)N1CCCCC1	2	-2	0	1	-4	0.0	0	-3	1	9
CCOC(OCC)c1nc(N)[nH]c(=O)c1CCCCc1ccccc1	12	-2	7	0	-1	-0.2	-8	-2	-11	-6
COCCCNC(=O)C[C@H]1C[C@H](C(=O)N2CCOCC2)[C@@]2(C)c3[nH]c4cc(CCC(=O)N(C)C)ccc4c3CCN2C1=O	1	-3	3	1	-1	-1.5	-6	6	17	3

Screening data: PubChem, several laboratories

Compounds were not picked by outcome; overall some 4.4% were active at least once.
